# Screening results (PubChem)
# MEKK2mut PB1 HTS: MEK5 binding signal on mutant MEKK2 PB1, primary screen, biochemical, multiplex bead flow cytometry, Alexa488-MEK5. Alexa488-MEK5 binding to MEKK2 mutant. percent response, % at 10 µM. 290,000 tested, 0.35% active; in the data active = percent response above about 24%, passing the limit was not always enough; note: inactives centre near 1; some results filed as inactive read as strong as hits
# MEKK2wt PB1 HTS: modulators of MEK5 binding to wildtype MEKK2, primary screen, biochemical, multiplex bead flow cytometry, Alexa488-MEK5 | AID 1531, 2009 | 290,000 tested, 1.1% active | Mitogen-activated protein kinase kinase kinase 2 (Homo sapiens), Q9Y2U5 | binding response (% of control), % at 10 µM | Alexa488-MEK5 binding to MEKK2 WT; actives lie on both sides; in the data active = binding response below about 67% or above about 130%; inconclusive = no clear call, values can overlap the other calls; inactive = in between
# GalR3 antagonist: GalR3 antagonists in HEK293 cells, primary screen, cell-based, fluorescence readout | AID 651719, 2012 | inhibition, % at 3 µM | HEK293 GalR3-CNG cAMP membrane potential fluorescence; galR3 body fused to GalR1 C-terminus | 360,000 tested, 0.44% active;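 active = inhibition above the screen-wide average plus 3 SD, cut at about 13% in these data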;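 note: forskolin and galanin both at EC90 stimulate the cells; cAMP rise reported by CNG channel membrane potential dye signal; 0% = forskolin plus galanin with DMSO and 100% = forskolin alone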
# Target sequence (O60755 1-299 limits assumed): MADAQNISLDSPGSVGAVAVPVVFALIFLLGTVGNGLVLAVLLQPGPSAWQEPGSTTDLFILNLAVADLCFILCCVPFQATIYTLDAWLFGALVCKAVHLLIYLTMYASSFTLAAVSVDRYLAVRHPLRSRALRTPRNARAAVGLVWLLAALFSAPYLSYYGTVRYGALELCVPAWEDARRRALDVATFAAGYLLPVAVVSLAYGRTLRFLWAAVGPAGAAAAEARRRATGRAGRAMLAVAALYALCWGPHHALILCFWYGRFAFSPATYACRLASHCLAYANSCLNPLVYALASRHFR
# UBC9 SUMO inh: inhibitors of in vitro SUMOylation cascade, primary screen, biochemical, HTRF, uHTS; AID 2006, 2009; HTRF SUMOylation assay, SAE1/SAE2 + UBC9; 290,000 tested, 0.36% active; inhibition, % at 35 µM; in the data active = inhibition above about 50%, passing the limit was not always enough; inconclusive = no clear call, values can overlap the other calls; note: strong numbers were not always called active
# Target sequence (P63279 whole entry, looked up): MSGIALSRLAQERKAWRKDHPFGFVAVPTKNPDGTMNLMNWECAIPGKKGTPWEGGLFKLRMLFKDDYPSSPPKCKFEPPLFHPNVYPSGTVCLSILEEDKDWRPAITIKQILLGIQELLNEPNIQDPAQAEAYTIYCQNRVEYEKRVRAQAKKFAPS
# CRFR2-BP ag: agonists of CRF-BP/CRF-R2 complex, primary screen, cell-based, HEK293, calcium dye fluorescence, uHTS; CRF-binding protein / CRF receptor 2 complex (human); calcium dye fluorescence (FLIPR); percent of saturating CRF peptide response; activation, % at 13.2 µM; 350,000 tested, 0.46% active; AID 588473, 2011;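 active = activation of at least 50%, plus an integration ratio under a set limit after plate pattern correction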;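 note: plate controls were neutral control wells without compound for no effect and CRF at EC100 for full effect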
# NS3 helicase inh: inhibitors of HCV NS3 helicase, primary screen, biochemical, Cy5 molecular beacon fluorescence | Hepatitis C virus NS3 helicase | inhibition, % at 10.9 µM | AID 1800, 2009 | 290,000 tested, 0.56% active | NS3 helicase DNA unwinding;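 active = inhibition above the mean of all tested compounds plus 3 SD, set per campaign, cut at about 35% in these data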;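 note: 0% = DMSO wells and 100% = thioflavine S control wells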
#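 Material: hepatitis C virus NS3 helicase domain fragment enzyme; measured by: Cy5 fluorescence, 0 and 60 min reads; control set: DMSO and thioflavine S; incubation: 60 min unwinding reaction at 25 °C after ATP addition; read-out basis: % inhibition from 60/0 min fluorescence ratio, DMSO 0%, thioflavine S 100%; repeats: singlicate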
# CRFBP-R2 block: antagonists of CRF-BP/CRF-R2 complex, primary screen, cell-based, HEK293, calcium dye fluorescence, uHTS; 350,000 tested, 0.59% active; inhibition, % at 11.8 µM; CRF-induced calcium fluorescence;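 active = inhibition of the ligand-induced calcium signal above about 50% at the single tested concentration, limit read from the data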
# MEKK3 PB1 HTS: modulators of MEKK3-MEK5 PB1 binding, primary screen, biochemical, wildtype MEKK3, multiplex bead flow cytometry, Alexa488-MEK5; Mitogen-activated protein kinase kinase kinase 3 (Homo sapiens), Q99759; bead-based flow cytometry, Alexa488-MEK5 binding to MEKK3; actives lie on both sides; 0 = blocked by unlabeled MEK5, 100 = vehicle; binding response (% of control), % at 10 µM; 290,000 tested, 1.4% active; AID 1529, 2009;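 active = binding response more than 3 SD above or below the average of its plate-row segment, actives on both sides; inconclusive = wells at one plate position flagged as instrument error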;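 note: Alexa488 bead fluorescence after subtracting the streptavidin-only scavenger bead signal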
# DNA FID counter: compounds displacing fluorescent DNA intercalator, primary screen, artefact control for HCV NS3 helicase inhibitor project, biochemical, FID fluorescence | DNA fluorescent intercalator displacement | inhibition, % at 7.9 µM | 290,000 tested, 0.17% active | AID 1845, 2009; in the data active = inhibition above about 37%;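 note: 0% = vehicle and 100% = reference compound; higher means more ethidium bromide displaced from hairpin DNA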
# * marks the source's active call; other numbers are inactive results; ? = inconclusive; . = no result given; & = joins results of further samples. This is a subset; rates above refer to the full screens.
SMILES,MEKK2mut PB1 HTS,MEKK2wt PB1 HTS,GalR3 antagonist,UBC9 SUMO inh,CRFR2-BP ag,NS3 helicase inh,CRFBP-R2 block,MEKK3 PB1 HTS,DNA FID counter
CCOP(=O)(OCC)Oc1cc(C)c(N(C)C)c(C)c1,1,104,-11,16,-0.2,-5,-5,99,-28
O=c1c2ccccc2nc(/C=C/c2ccc([N+](=O)[O-])o2)n1-c1ccc(O)cc1,-2,90,2,23,4.8,10,-6,97,-7
CC1CCCCN1C(=O)c1ccc(N2CC3CC(C2)c2cccc(=O)n2C3)c([N+](=O)[O-])c1 (configuration not stated),-1,103,2,-14,0.1,-16,-1,101,-17
CC(=O)Nc1nnc(CCN(CCc2nnc(NC(C)=O)s2)[N+](=O)[O-])s1,-23,86,-7,13,-3.7,16,3,86,3
O=C(c1cccs1)C1CN2CCC1CC2 (configuration not stated),-4,104,-3,16,-1.0,0,-3,101,0
c1ccc(-c2nnc(C3CC(c4cccnc4)=NO3)o2)cc1 (configuration not stated),5,101,-6,0,0.7,.,4,100,.
C#CCOc1ccc2c(c1)c(C(C)=O)c(C)n2Cc1ccccc1,-5,95,-6,7,-0.2,-20,12,98,-27
Cc1ccc(N(C)C(=O)Oc2cccc3ccc(C)nc23)cc1,4,107,-5,-4,0.3,2,-3,105,-48
CN(C)c1ccc(-[n+]2c(-c3ccccc3)cc(-c3ccccc3)cc2-c2ccccc2)cc1,12,130,-4,15,1.2,-56,-80,105,15
Cc1cccc(C)c1NC(=O)CN(C)CC(=O)Nc1ccc(C#N)c(Cl)c1,5,106,-1,36,4.3,-5,-12,103,-11
Clc1ccc(N2CCNCC2)nn1,0,111,0,1,4.6,11,5,125,1
COc1ccc2[nH]c(C)c(CCNCc3cc(OC)c(OC)c(OC)c3)c2c1,-12,94,-5,-1,2.5,-7,0,96,12
Cc1[nH]c2c(Cl)cccc2c1CCN,2,113,.,1,7.2,6,0,100,7
O=C(C(=O)N1CCC2(CC1)OCCO2)c1c[nH]c2ccccc12,-4,96,-2,9,-1.3,-13,-15,106,-13
COc1cc(N2C(=O)CC(=O)NC2=O)cc(OC)c1OC,0,107,-1,-8,12,8,-12,96,-10
O=P(O)(Oc1ccccc1)OC(c1ccccc1)C(F)(F)F (configuration not stated),3,100,-5,-33,4.6,0,7,102,-7
CCC(C)n1c(O)c(C=NC(C)c2ccccc2)c(=O)[nH]c1=S (configuration not stated),-4,87,0,-5,-0.2,-28,-36,93,-25
O=C(/C=C/c1ccccc1)NC(=S)N1C[C@H]2C[C@H](C1)c1cccc(=O)n1C2,0,98,-7,-1,0.0,13,-3,100,-14
Cc1cc(=O)oc2c(C)c(OCC(=O)N3CCN(Cc4ccccc4)CC3)ccc12,4,102,-2,-1,-2.2,-5,3,101,-26
CCCCn1c(O)c(C(C)=NCCc2c[nH]c3ccccc23)c(=O)[nH]c1=O,2,99,-3,14,0.3,-5,-41,97,-25
Cn1c(O)c(N=Nc2ccc(S(=O)(=O)N3CCOCC3)cc2)c(=O)n(C)c1=O,13,103,-1,-7,-1.5,-5,-6,100,1
CCOP(=O)(C#CC(C)(C)C)C1(O)CCCCC1 (configuration not stated),10,111,-5,-9,-3.2,3,-10,113,1
CCOP(=S)(OCC)C(O)CCCCCn1c(=O)c(F)cn(C2CCCO2)c1=O (configuration not stated),3,106,-7,-3,-3.6,-2,5,104,-36
C=CCn1c(O)c(C(C)=Nc2ccc(N(CC)CC)cc2)c(=O)[nH]c1=O,4,105,-7,10,0.7,24,-22,105,-13
COc1cccc(N2C(=O)NC(=O)/C(=C/c3ccc4c5c(cccc35)CC4)C2=O)c1,-2,91,5,16,.,9,.,101,-13
COc1ccc(N2C(=O)/C(=C/c3ccc(N(C)C)o3)C(=O)NC2=S)cc1,6,107,-7,0,43,28,-5,101,-12
COc1ccc(CC(=O)Nc2ccc3c(C(F)(F)F)cc(=O)oc3c2)cc1OC,-1,96,-2,-4,3.3,59*,2,94,-9
Cc1nc2c(=O)n(C)c(=O)nc-2n(C)n1,4,106,-5,103*,1.7,4,-4,92,-1
CCN1CCN(Cc2ccc(C)cc2C)CC1,-7,99,-2,15,-0.2,-5,4,98,0
Cc1ccc(CC2C(=O)N(C)C(=O)N(C)C2=O)s1,-5,89,2,1,1.9,-10,-16,93,-2
CC1(C)C(=O)C=C[C@]2(C)[C@H]3CC[C@@]4(C)[C@H](c5ccoc5)OC(=O)[C@H]5O[C@]54[C@]3(C)[C@H](O)C[C@@H]12,-4,97,.,0,-0.5,-9,-6,102,-47
CSc1ccc(C(=O)C2CCCN(C)C2)cc1 (configuration not stated),5,111,-9,22,-0.1,4,-3,105,-1
O=C(C1CC(c2ccc(F)cc2)=NO1)N1CCC2(CC1)OCCO2 (configuration not stated),-1,100,-2,12,0.3,10,-7,103,-1
C#CCN1CCN(c2ccc(F)cc2)CC1,-10,87,0,15,4.0,-11,-6,87,-2
S=P(Nn1cnnc1)(c1ccc(Br)cc1)c1ccc(Br)cc1,-1,103,3,3,-1.2,-11,-24,103,-24
Cn1c(O)c(C=NCCOc2ccc(Cl)cc2)c(=O)n(C)c1=O,10,105,-1,5,-1.2,-8,1,100,-4
O=C(Nc1ccc(Cl)cc1)O/N=C(\c1ccccc1)c1ccccn1,5,107,0,2,-1.3,-7,15,107,-2
O=C(Cn1ncc2c3ccccc3n(Cc3cccc(Cl)c3)c2c1=O)N1CCC2(CC1)OCCO2,-2,94,-5,4,2.9,7,-54,102,-34
Cc1cccc(CCNCc2cc3cccc(C)c3[nH]c2=O)c1,14,116,-9,22,1.9,-5,-21,108,-5
Cc1cc(N)n(C2CCN(C)CC2)n1,7,110,-5,18,-3.0,-4,0,104,18
C/C(=N/OC(=O)N(C)C)c1ncc(C(F)(F)F)cc1N1CCOCC1,0,100,-2,12,0.0,-2,-14,97,-4
Cc1cccnc1-n1c(-c2ccco2)nc2ccccc2c1=O,-13,101,-3,26,0.2,7,8,106,-1
C[C@]12C=CC(=O)C=C1C=C[C@@H]1C2CC[C@]2(C)C(=O)CCC12 (some centres not stated),1,102,-9,10,-0.4,20,13,103,-14
O=c1c2ccccc2nc(CN2CCOCC2)n1-c1ccccc1F,5,106,-1,-17,-0.6,2,20,114,-10
COc1ccc(CN2CCN(C(=O)COc3ccc4ccccc4c3)CC2)c(OC)c1,-4,103,-4,1,2.3,-32,-21,102,14
O=C1NC(=S)NC(=O)C1=Cc1ccc(OCC(=O)N2CCCC2)cc1,1,98,-3,-1,1.4,7,1,100,-1
O=c1[nH]c(O)c(C=NC2CCCCC2)c(=O)[nH]1,-13,93,-2,15,-0.1,-9,-13,91,2
O=[N+]([O-])c1ccc(N2CCCCCC2)c2ncccc12,2,99,-5,24,-0.1,0,10,101,3
C=CCOC(=O)COc1cc(C)cc2oc(=O)c3c(c12)CCC3,-4,94,-6,19,2.7,5,5,97,-9
CCN1CCN(Cc2cc(Br)ccc2O)CC1,3,105,-10,-18,0.6,2,-4,100,4

# A section of the results above, for reference:
SMILES,MEKK2mut PB1 HTS,MEKK2wt PB1 HTS,GalR3 antagonist,UBC9 SUMO inh,CRFR2-BP ag,NS3 helicase inh,CRFBP-R2 block,MEKK3 PB1 HTS,DNA FID counter
O=C(Cn1ncc2c3ccccc3n(Cc3cccc(Cl)c3)c2c1=O)N1CCC2(CC1)OCCO2,-2,94,-5,4,2.9,7,-54,102,-34
Cc1cccc(CCNCc2cc3cccc(C)c3[nH]c2=O)c1,14,116,-9,22,1.9,-5,-21,108,-5
Cc1cc(N)n(C2CCN(C)CC2)n1,7,110,-5,18,-3.0,-4,0,104,18
C/C(=N/OC(=O)N(C)C)c1ncc(C(F)(F)F)cc1N1CCOCC1,0,100,-2,12,0.0,-2,-14,97,-4
Cc1cccnc1-n1c(-c2ccco2)nc2ccccc2c1=O,-13,101,-3,26,0.2,7,8,106,-1
C[C@]12C=CC(=O)C=C1C=C[C@@H]1C2CC[C@]2(C)C(=O)CCC12 (some centres not stated),1,102,-9,10,-0.4,20,13,103,-14
O=c1c2ccccc2nc(CN2CCOCC2)n1-c1ccccc1F,5,106,-1,-17,-0.6,2,20,114,-10
COc1ccc(CN2CCN(C(=O)COc3ccc4ccccc4c3)CC2)c(OC)c1,-4,103,-4,1,2.3,-32,-21,102,14
O=C1NC(=S)NC(=O)C1=Cc1ccc(OCC(=O)N2CCCC2)cc1,1,98,-3,-1,1.4,7,1,100,-1
O=c1[nH]c(O)c(C=NC2CCCCC2)c(=O)[nH]1,-13,93,-2,15,-0.1,-9,-13,91,2
O=[N+]([O-])c1ccc(N2CCCCCC2)c2ncccc12,2,99,-5,24,-0.1,0,10,101,3
C=CCOC(=O)COc1cc(C)cc2oc(=O)c3c(c12)CCC3,-4,94,-6,19,2.7,5,5,97,-9
CCN1CCN(Cc2cc(Br)ccc2O)CC1,3,105,-10,-18,0.6,2,-4,100,4

# Next records follow:
SMILES,MEKK2mut PB1 HTS,MEKK2wt PB1 HTS,GalR3 antagonist,UBC9 SUMO inh,CRFR2-BP ag,NS3 helicase inh,CRFBP-R2 block,MEKK3 PB1 HTS,DNA FID counter
CSC(=Nc1ccccc1)c1c(O)n(C)c(=O)n(C)c1=O,0,100,-1,-7,9.3,2,23,102,-2
Cn1cnc([N+](=O)[O-])c1Sc1ccc([N+](=O)[O-])cc1,-1,98,8,-5,2.6,3,-6,84,0
CC1Oc2cc3c(-c4c(O)cc(O)c5c(O)c6c(cc45)OC(C)C(C)C6=O)c(O)cc(O)c3c(O)c2C(=O)C1C (configuration not stated),0&-13,92&83,.,?,-0.7,50*,2,101&95,9
COc1ccc2c(C)c(CC(=O)N3C[C@H]4C[C@@H](C3)c3cccc(=O)n3C4)c(=O)oc2c1C,2,96,20*,22,-0.3,6,-4,100,-26
